High-throughput results (PubChem)
ROC1-CUL1 inh: human ROC1-CUL1 E3 ligase inhibition. in vitro K48 di-Ub FRET, acceptor:donor ratio, 45 min. 140,000 compounds, 0.6% hits. P62877+Q13616. inhibition, % at 10 µM; in the data active means inhibition above about 25%
Target sequence (P62877 whole entry, looked up): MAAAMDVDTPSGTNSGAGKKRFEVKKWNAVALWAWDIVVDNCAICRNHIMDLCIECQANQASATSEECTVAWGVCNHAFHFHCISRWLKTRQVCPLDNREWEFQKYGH
Target sequence (Q13616 whole entry, looked up): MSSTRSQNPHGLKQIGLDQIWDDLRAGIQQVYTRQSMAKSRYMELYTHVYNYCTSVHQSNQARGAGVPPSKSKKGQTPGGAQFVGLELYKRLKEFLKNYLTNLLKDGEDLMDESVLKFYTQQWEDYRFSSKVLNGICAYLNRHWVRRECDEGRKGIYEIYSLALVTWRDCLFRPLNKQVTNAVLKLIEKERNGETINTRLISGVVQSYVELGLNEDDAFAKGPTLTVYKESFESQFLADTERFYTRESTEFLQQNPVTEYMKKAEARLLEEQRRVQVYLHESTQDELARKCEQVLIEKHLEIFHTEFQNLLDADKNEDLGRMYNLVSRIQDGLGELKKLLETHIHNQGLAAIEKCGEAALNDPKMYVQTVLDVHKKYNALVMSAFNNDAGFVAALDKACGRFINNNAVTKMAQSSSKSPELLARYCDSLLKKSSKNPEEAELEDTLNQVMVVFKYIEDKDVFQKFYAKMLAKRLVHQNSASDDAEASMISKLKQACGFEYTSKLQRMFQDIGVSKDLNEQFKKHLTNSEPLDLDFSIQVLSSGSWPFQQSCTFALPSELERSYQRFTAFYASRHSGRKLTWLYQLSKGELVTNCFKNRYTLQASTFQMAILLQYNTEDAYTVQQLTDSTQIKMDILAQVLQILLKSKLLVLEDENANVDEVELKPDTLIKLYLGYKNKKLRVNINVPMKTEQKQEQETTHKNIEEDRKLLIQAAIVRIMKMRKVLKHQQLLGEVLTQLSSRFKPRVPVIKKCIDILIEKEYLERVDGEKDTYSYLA
* marks the source's active call; other numbers are inactive results. This is a subset (hit frequency here may not be typical).

SMILES	ROC1-CUL1 inh
Cc1c(C(=O)Oc2cccc3ccccc23)cnn1-c1ccccc1	1
CCOc1ccc(C(=O)Nc2cccc(NC(=O)c3ccco3)c2)cc1Cl	-5
O[C@H]1[C@H](N2CCCN(c3ccccc3)CC2)c2ccccc2C12CCNCC2	8
Cc1cc(C)n(-c2nnc(Nc3ccc(C)c(C)c3)c3ccccc23)n1	-12
CN(C(=O)Cn1cnc2onc(-c3ccc(F)cc3)c2c1=O)c1ccccc1Cl	1
N#CC1C(=N)N(c2ccccc2)C(c2ccccc2)C1(C#N)C#N (configuration not stated)	5
Cc1nn2c(C(F)(F)F)c3c(nc2c1-c1ccccc1)CCCC3	-16
O=C(Cc1ccc(Cl)cc1)NNC(=O)C1C2CCC(C2)C1C(=O)O (configuration not stated)	1
CC(=O)N1c2ccc(S(=O)(=O)N3CCC(C(=O)Nc4cccc(Cl)c4C)CC3)cc2CC1C (configuration not stated)	3
CCCC1=NN2C(=N)/C(=C/c3ccc(OCc4ccccc4F)cc3)C(=O)N=C2S1	-1
CC(C)NC(=O)c1ccc(OC2CCN(S(C)(=O)=O)CC2)c(Cl)c1	-2
COCCCNC(=O)c1ccc(-n2c(-c3ccccc3)cc3c2CCCCC3)cc1	-5
COc1ccc(C2c3c(-c4ccc(F)cc4)n[nH]c3C(=O)N2c2ccccc2)cc1OC (configuration not stated)	8
N=C1CC(=O)Nc2nnc(SCc3ccc(Cl)cc3Cl)n21	6
Cc1ccc(OCC(=O)Nc2nc(-c3ccc(S(=O)(=O)N4CCOCC4)cc3)cs2)cc1C	-1
COc1ccc(N2CSC(=S)N(c3ccc(Cl)cc3)C2)cc1	3
COc1ccccc1NC(=O)C1C(C)=Nc2nc(CCCO)nn2C1c1cccc(O)c1 (configuration not stated)	5
c1ccc(-c2cc(-c3nn4c(-c5ccco5)nnc4s3)c3ccccc3n2)cc1	-5
CSc1cccc(NC(=O)CN(c2ccccc2)S(=O)(=O)N(C)C)c1	-6
Cc1ccc(C)c(NC(=O)c2ccc3c(c2)NC(=O)C(S(=O)(=O)c2ccc(Cl)cc2)C3=O)c1 (configuration not stated)	4
CCn1c2ccccc2c2cc(NC(=O)COc3cccc(C)c3)ccc21	5
COC(=O)c1ccccc1NC(=O)CSc1n[nH]c(C)n1	-4
CCc1ccccc1NCc1nnc2n1CCCCC2	8
Cc1ccc(CN(Cc2ccco2)C(=O)COc2cccc(C)c2C)o1	3
Cc1ccc(C)n1-n1cnc2scc(-c3ccc(Cl)cc3)c2c1=O	7
C=CCNC(=O)c1nnn(-c2ccc(Cl)cc2)c1-c1ccco1	-6
CC1CCC(C(C)C)c2[nH]nc(-c3ccccc3O)c21 (configuration not stated)	-1
Cc1ccc(N(CC(=O)Nc2ccc(Br)cc2)S(=O)(=O)c2cccs2)cc1	0
COc1ccc(-c2cc(C(=O)Oc3cccc(C)c3)c3ccccc3n2)cc1	2
COc1cc(OC)c(NC(=O)c2ccncc2)cc1Cl	-8
COC(=O)c1cccc(NC(=O)CSc2nnc(COc3c(C)cccc3C)n2C)c1	6
Cc1ccc(NC(=O)CN2C(=O)CSc3ccc(S(=O)(=O)N4CCCC4)cc32)c(C)c1	-7
CCc1ccc(C(=O)N2CCN(Cc3ccc(F)cc3)CC2)cc1	18
NC(=O)c1sc2nc3c(cc2c1N)CCCC3	-3
CCOc1cc(/C=N/NC(=O)CN(c2ccc(C(C)C)cc2)S(=O)(=O)c2ccccc2)ccc1OCc1ccccc1	4
CCNS(=O)(=O)c1ccc(OC)c(C(=O)O)c1	3
CCCCCCn1c(/C=C/c2ccccc2)nc2ccccc21	2
Cc1ccc(CNC(=O)CCS(=O)(=O)c2cc3c(cc2Cl)NC(=O)CO3)cc1	-1
Cc1cccc(CSCCNC(=O)C2CCN(S(=O)(=O)Cc3ccccc3)CC2)c1	6
O=C1OC(c2cccc(I)c2)=N/C1=C\c1ccc(OCc2ccccc2)c(OCc2ccccc2)c1	6

A draw from above in order of molecular weight, descending:
SMILES	ROC1-CUL1 inh
O=C1OC(c2cccc(I)c2)=N/C1=C\c1ccc(OCc2ccccc2)c(OCc2ccccc2)c1	6
CCOc1cc(/C=N/NC(=O)CN(c2ccc(C(C)C)cc2)S(=O)(=O)c2ccccc2)ccc1OCc1ccccc1	4
Cc1ccc(N(CC(=O)Nc2ccc(Br)cc2)S(=O)(=O)c2cccs2)cc1	0
Cc1cccc(CSCCNC(=O)C2CCN(S(=O)(=O)Cc3ccccc3)CC2)c1	6
COC(=O)c1cccc(NC(=O)CSc2nnc(COc3c(C)cccc3C)n2C)c1	6
Cc1ccc(CNC(=O)CCS(=O)(=O)c2cc3c(cc2Cl)NC(=O)CO3)cc1	-1
COc1ccc(-c2cc(C(=O)Oc3cccc(C)c3)c3ccccc3n2)cc1	2
CCn1c2ccccc2c2cc(NC(=O)COc3cccc(C)c3)ccc21	5
Cc1ccc(C)n1-n1cnc2scc(-c3ccc(Cl)cc3)c2c1=O	7
Cc1ccc(CN(Cc2ccco2)C(=O)COc2cccc(C)c2C)o1	3
C=CCNC(=O)c1nnn(-c2ccc(Cl)cc2)c1-c1ccco1	-6
CCc1ccc(C(=O)N2CCN(Cc3ccc(F)cc3)CC2)cc1	18
COC(=O)c1ccccc1NC(=O)CSc1n[nH]c(C)n1	-4
CCc1ccccc1NCc1nnc2n1CCCCC2	8
CCNS(=O)(=O)c1ccc(OC)c(C(=O)O)c1	3
NC(=O)c1sc2nc3c(cc2c1N)CCCC3	-3

Continued.
SMILES	ROC1-CUL1 inh
COc1ccccc1NC(=S)NC(=O)c1ccc(Br)o1	-5
O=C(C1CCOCC1)N1CCC2(CCCN(Cc3cccc(F)c3F)C2)C1 (configuration not stated)	-12
Nc1nn2c(-c3ccccc3)c(S(=O)(=O)c3ccccc3)cnc2c1N=Nc1ccccc1Cl	1
COc1ccccc1CCc1nnc(CCC(=O)NCCOc2cccnc2)o1	-1
C=C(C)[C@H]1CC(=O)[C@]2(C)CCC(=O)C[C@@H]2C1	3
CC(=O)N1N=C(c2ccc(Br)cc2)CC1c1ccc(F)cc1 (configuration not stated)	-1
CCOc1ccc(-c2cc3nc(C4CCN(C(=O)OC(C)(C)C)CC4)c(C(=O)Nc4ccc(C)cc4C)cn3n2)cc1	1
Nc1c(C(=O)Nc2cccc(C(F)(F)F)c2)sc2nc3c(cc12)C(=O)CCC3	-10
Cc1cccc(NS(=O)(=O)c2ccc3[nH]c(=O)[nH]c3c2)c1C	3
CCS(=O)(=O)NC1CC(=O)N(CCc2ccc(F)cc2)C1 (configuration not stated)	8
COc1cccc(NC(=O)Cn2cc(C(=O)C3CCCCC3)c3ccccc32)c1	-1
COc1ccccc1CNC(=O)c1ccc2c(c1)nnn2C1CCCC1	-10
COC(=O)c1c(NC(=O)c2ccc(S(=O)(=O)N3CCCCC3)cc2)sc2c1CCN(C)C2	-5
COC(=O)c1cc(CNC(=O)Cc2cc(OC)ccc2OC)cc(NC(=O)Cc2ccccc2)c1	-19
Cc1ccc(C)n1-c1ccc(OC(=O)c2ccccc2Cl)cc1	1
OCC#Cc1ccc(CN2C[C@H](O)[C@@H](N3CCOCC3)C2)s1	9
CNc1nc(NCCOC23CC4CC(CC(C4)C2)C3)nc(Nc2ccc(OC(F)(F)Cl)cc2)n1	-2
CCn1c(COc2ccc(Cl)cc2)nnc1SCC(=O)Nc1ccc(C)cc1C	-8
Cc1ccc(-c2cc(=O)[nH]c(N3CCN(Cc4ccccc4)CC3)n2)cc1	3
O=C(Cc1ccccc1)Nc1ccccc1C(=O)Nc1nccs1	1
COCc1ccc(CNC2CC(C)(C)Cc3nc(N4CCOCC4)ncc32)o1 (configuration not stated)	13
O=C(c1ccc(CS(=O)c2ccccc2Cl)o1)N1CCN(c2ccccc2F)CC1 (configuration not stated)	-12
O=C(CC1CCC1)Nc1cccc2c([N+](=O)[O-])cccc12	-4
COc1cccc(N2C(=O)CC(Sc3ccccn3)C2=O)c1 (configuration not stated)	5
O=C(c1c(F)cccc1Cl)N1CCN(c2ncccn2)CC1	-9
COc1cc(-c2noc(-c3ccc(NCc4ccccc4)c([N+](=O)[O-])c3)n2)cc(OC)c1OC	-2
COc1cc(/C=C2\SC(=Nc3ccc(Cl)c(C(=O)O)c3)N(C)C2=O)c(Br)cc1O	8
Cc1nc(N2CCN(C)CC2)nc2c1C(=O)CC(c1cccc(Cl)c1)C2 (configuration not stated)	14
Cc1ccc(C(=O)N=Nc2c(O)n(C)c3ccccc23)cn1	0
CCCCCc1ccc(OC(=O)c2ccc(OC(=O)c3ccc4cc(CCCC)ccc4c3)cc2Cl)cc1	-11
C(=N\NC1=NNc2nc3ccccc3n2C1)/c1ccccc1	3
Cc1cccc(NC(=O)c2ccccc2NC(N)=O)c1	-1
Clc1ccc2c(ccc3c4ccccc4nc23)[nH]1	-4
CC(C)c1nnc(N2C(=O)c3oc4ccccc4c(=O)c3C2c2cccc(O)c2)s1 (configuration not stated)	0
CCc1ccc(C2=NN(CCC(=O)NCCc3ccc(OC)c(OC)c3)C(=O)CC2)cc1	8
COc1ccc(C(=O)Nc2ccc3nc(SCC(=O)c4ccccc4)sc3c2)cc1	2
CNS(=O)(=O)c1sc2c(c1C(=O)OC)CCN(C(=O)c1cccc(C)c1C)C2	-1
O=C1C2C3CCCN3C3(C(=O)c4ccccc4C3=O)C2C(=O)N1c1ccc(Oc2ccccc2)cc1 (configuration not stated)	2
CC1=CC(=O)C(C(=O)c2cccs2)C(=O)N1C (configuration not stated)	-4
CCOc1ccccc1C1CC(=O)N=C(SC)C1C#N (configuration not stated)	-2
Cc1nc2ccn(Cc3cccs3)c(=O)c2cc1C(=O)N1CCN(c2ccccc2F)CC1	-8
COc1ccc(OC)c2c1C(=O)c1c(OC(C)=O)ccc(OC(C)=O)c1C2=O	-5
CCOC(=O)c1sc2cccc(Cl)c2c1N	7
Cc1ccccc1C(=O)Nc1cccc(OCc2cc(=O)n3cccc(C)c3n2)c1	6
COc1ccc(NC(=O)CCc2c(C)nc3c(c2C)c(=O)n(C)c(=O)n3C)c(OC)c1	-2
Cc1cccn2c(=O)c3cc(C#N)c(=O)n(-c4nnc(SCc5ccc(Cl)cc5)s4)c3nc12	-9
CCc1c(C)sc(NC(=O)C2c3ccccc3Oc3ccccc32)c1C(=O)OC(C)C	-3
Cc1cccc(-c2nc(SCCCOc3ccccc3Cl)n3[nH]c(=O)cc3n2)c1	4
CC1CCc2c(sc(N)c2C(=O)OC(C)C)C1 (configuration not stated)	0
Cc1ccc2c(c1)N=C1C(CC(=O)N1Cc1ccccc1)S2 (configuration not stated)	0
O=C(CCCCn1c(=O)c2ccccc2n(CC(=O)Nc2ccccc2)c1=O)NCc1ccccc1Cl	6
CCCn1cc(CN2C[C@H]3OC(=O)N(C4CCCC4)[C@H]3C2)c(C)n1	6
CC(C)OC1OC(=O)C(Cl)C1=Nc1ccccc1 (configuration not stated)	-6
Cc1cc(Cl)ccc1NC(=S)N1CCN(c2ncccn2)CC1	5
FC(F)(F)c1ccc(-c2nnc(-c3ccc(Cl)cc3)o2)cc1	3
CC(C)Oc1ccc(C(CC(=O)N2CCOCC2)c2ccccc2)cc1 (configuration not stated)	-2
CC(C)(C)c1ccc(C(=O)N2CCN(Cc3cc(=O)n4nc(-c5ccccc5F)sc4n3)CC2)cc1	-4
O=C1S/C(=C/c2cccnc2)C(=O)N1Cc1ccccc1	7
CCOc1ccc(C2c3c(n[nH]c3-c3ccc(OC)cc3)OC(=N)C2C#N)cc1 (configuration not stated)	2
O=C(COc1ccc2c(c1)CCCC2)NCC(=O)N/N=C/c1ccc(Br)o1	11
Continued:
SMILES	ROC1-CUL1 inh
Cc1cc(S(=O)(=O)N2CCC(n3cc(CO)nn3)CC2)c(C)s1	12
Cc1cc2n(n1)CCC(=O)N2Cc1ccc(C(=O)Nc2ccc(F)cc2F)cc1	-14
COc1ccc2cc3c(N)nn(C(=O)c4ccc(F)cc4Cl)c3nc2c1	-2
CCc1nnc(NC(=O)c2ccc(C)c(C)c2)s1	11
C=CCc1ccccc1OCCSc1nc(-c2cccs2)nc2cc(=O)[nH]n12	5
O=C(Nc1ccc(Sc2ccc([N+](=O)[O-])cc2)cc1)c1cc([N+](=O)[O-])cc([N+](=O)[O-])c1	-3
COc1ccc(CN=C2NC(=O)CC(C(=O)Nc3cc(C)cc(C)c3)S2)cc1 (configuration not stated)	-3
Cc1onc(-c2ccccc2)c1C(=O)N/N=C/c1cc(Br)ccc1OC(=O)c1ccc(Br)cc1	2
Cc1ccc(NC(=O)CCCN2C(=O)COc3ccc(C)cc32)c(C)c1	-3
CCCCc1ccc(-n2nc3cc(C)c(NC(=O)Cc4ccccc4)cc3n2)cc1	2
C=CCOc1ccc(-n2c(C)cc(CC3=NC(=O)NC3=O)c2C)cc1	-2
O=C(Nc1ccc(/C=C/c2ccccc2)cc1)c1ccccc1F	0
CCOc1ccc(CCNc2nc3ccccc3n3c(C)nnc23)cc1OCC	5
COc1ccc(-c2[nH]ncc2C(=O)NCc2ccccc2C)cc1	9
COc1cc(C=C2C(=O)N(C)C(=O)N(C)C2=O)ccc1OC(=O)C12CC3CC(CC(C3)C1)C2	1
CCCn1c(=O)c2c(nc3n(-c4ccccc4N)c(C)cn23)n(C)c1=O	1
CN(C)S(=O)(=O)N1CCC(C(=O)Nc2ccc(Br)c(Cl)c2)CC1	-5
Cc1ccc(-n2c(=O)c3c(cnn3C)n(CC(=O)Nc3c(C)cccc3C)c2=O)cc1	-13
Cc1nc2cc(-c3cccc(F)c3)nn2c(C)c1CCC(=O)Nc1ccccc1C(N)=O	-1
O=C(O)c1ccccc1SCN1C(=O)c2ccccc2C1=O	5
CC(C)c1ccc(OC(=O)c2ccc(Cl)c(Cl)c2)cc1	-1
Cn1ncc(N2CCC(CNC(=O)CSc3ccccn3)C2)cc1=O (configuration not stated)	-8
Cc1ccc(-n2nc(C(=O)N(C)c3ccccc3Cl)c3c4ccccc4n(C)c3c2=O)cc1	-7
Cc1ccccc1C(=O)Nc1ccc(C2(c3ccc(NC(=O)c4ccccc4C)cc3)c3ccccc3-c3ccccc32)cc1	-6
COc1ccccc1C(=O)Nc1ccccc1OCc1cc(=O)n2ccccc2n1	-4
O=S(=O)(Cc1ccc(Br)cc1)c1nc(Cl)ns1	-1
O=C1COc2cc(S(=O)(=O)CCC(=O)N3CCN(c4cccc(Cl)c4)CC3)c(Cl)cc2N1	3
Cc1cccc2c(=O)oc(-c3cccc(F)c3)nc12	1
